HIV fusion peptide: cell-free HIV fusion peptide-binding blockers – biochemical, uHTS, fluorescence dequenching, primary screen (AID 1986). inhibition, % at 20 µM, or IC50 in µM where a hit was titrated. cell-free peptide binding, fluorescence dequenching, 30 min; higher % means a stronger effect. 290,000 compounds, 0.3% hits; in the data active means inhibition mostly above about 52%, no sharp cut-off; inactive means mostly below about 76%; further: some results filed as inactive read as strong as hits
UTI89 phage lysis: inhibition of K1F phage lysis, E. coli UTI89, bacterial capsule biogenesis inhibitors, alamar blue (AID 488966) | inhibition, % at 100 µM, or IC50 in µM where a hit was titrated | E. coli UTI89 K1F phage lysis, alamar blue, 2 h; higher % means a stronger effect | 340,000 compounds, 0.02% hits;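 active means phage lysis inhibition, versus mean bacterial control, above a set limit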;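 further: capsule biogenesis inhibitors block K1F phage lysis so surviving cells raise fluorescence; higher fluorescence means more inhibition of phage lysis; actives were called in the ten point dose series up to 300 µM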
RSV CPE inhibition: inhibition of RSV-induced cytopathic effect – HEp-2 cells, primary 10 µM value included (AID 2391) | CPE inhibition, % at 10 µM, or IC50 in µM where a hit was titrated | HEp-2 cells, RSV-induced CPE inhibition; higher % means a stronger effect | 310,000 compounds, 0.13% hits; in the data active means a potency from the dose series; further: strong numbers were not always called active
GPR55 LPI antagonism: GPR55 antagonists blocking LPI-driven arrestin recruitment, primary screen, imaging, U2OS, beta-arrestin-GFP, LPI agonist (AID 2013). 290,000 compounds, 0.13% hits. U2OS GPR55 beta-arrestin-GFP translocation imaging, LPI antagonism; higher % means a stronger effect. inhibition, % at 10 µM; hits with a dose series show IC50 in µM;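 active means spots per cell inhibited over 60%, with over 100 cells counted and total cytoplasm intensity under 500,000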;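 further: U2OS cells stably carrying GPR55 and arrestin-GFP stimulated by 5 µM LPI near EC80; imaged beta-arrestin-GFP aggregate spots per cell after agonist stimulation; plate controls were LPI-stimulated DMSO wells for no effect and DMSO wells without LPI for full effect; some results filed as inactive read as strong as hits; confirmed hits need IC50 under 10 µM and bright autofluorescent wells are also inconclusive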
NS5 inhibitors: Dengue-2 NS5 methyltransferase inhibitors, primary screen, biochemical, confirmation dose response (AID 588689); inhibition, % at 25 µM; hits with a dose series show IC50 in µM; 340,000 compounds, 0.3% hits; Dengue-2 NS5 methyltransferase capping enzyme assay, biochemical; higher % means a stronger effect; in the data active means a potency from the dose series
SV40 large T antigen: SV40 large T antigen inhibitors, biochemical (AID 1903); 310,000 compounds, 0.39% hits; inhibition, % at 20 µM, or IC50 in µM where a hit was titrated; SV40 large T antigen ATPase/helicase inhibition assay; higher % means a stronger effect; in the data active means a potency from the dose series; further: strong numbers were not always called active
MgcRacGAP inhibition: MgcRacGAP GTPase-activating activity inhibitors, confirmation, biochemical, ADP Hunter fluorescence; MgcRacGAP-stimulated Rac1 GTP hydrolysis, ADP Hunter fluorescence; higher % means a stronger effect; GST-tagged Rac1 F28L mutant substrate; inhibition, % at 30 µM; hits with a dose series show IC50 in µM; 340,000 compounds, 0.6% hits; AID 624330;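 active means first-screen hits whose inhibition reached a set limit at any dose in the follow-up dose series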;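 further: fluorescence reports GDP produced by GAP-driven GTP hydrolysis; strong numbers were not always called active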
Salmonella PhoP GFP: PhoP-dependent GFP reporter repression – Salmonella Typhimurium, primary screen (AID 1863); S. Typhimurium PhoP-regulated promoter GFP reporter, 4 h; higher % means a stronger effect; inhibition, % at 50 µM; hits with a dose series show IC50 in µM; 300,000 compounds, 0.16% hits;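 active means inhibition over 29.93%, a cutoff 3 SD above the screen mean, later confirmed by dose response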;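 further: 0% = low Mg2+ inducing control and 100% = high Mg2+ repressing control; strong numbers were not always called active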
GPR35 arrestin U2OS: inhibition of zaprinast-stimulated GPR35 beta-arrestin translocation – imaging, U2OS, beta-arrestin-GFP, zaprinast agonist, primary screen (AID 2058); U2OS GPR35 beta-arrestin-GFP translocation imaging, zaprinast antagonism; higher % means a stronger effect; inhibition, % at 10 µM; hits with a dose series show IC50 in µM; 290,000 compounds, 0.052% hits;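 active means inhibition of at least 50% with at least 30 cells and total cytoplasm GFP at most 10,000,000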
NS5 inhibitors pilot replicate: also measured in NS5 inhibitors; calls as there; inhibition, %; measured here: pilot screen replicate inhibition
Starred values were filed as active, the others as inactive; nt = not tested or not shown; [ ] = another dose, or the depositor's remark.

SMILES	HIV fusion peptide	UTI89 phage lysis	RSV CPE inhibition	GPR55 LPI antagonism	NS5 inhibitors	SV40 large T antigen	MgcRacGAP inhibition	Salmonella PhoP GFP	GPR35 arrestin U2OS	others
C=CCN1C(=O)N/C(=C/c2ccc(C)o2)C1=O	8.7%	-0.9%	2.1%	6.7%	2.6%	31.5%	3.6%	-0.3%	-0.2%
CCOc1ccc2nc(NC(=S)NCc3ccccc3)sc2c1	-0.1%	0.9%	3.1%	3.2%	-0.7%	6.4%	11.2%	-5.0%	9.5%
O=C(NCCCN1CCOCC1)c1ccc(CS(=O)(=O)Cc2ccc(Cl)cc2)o1	1.7%	7.5%	0.1%	6.9%	0.8%	-1.3%	9.9%	14.2%	4.5%
O=C1CCCN1CCC1CCN(C(=O)Nc2ccccc2)CC1	2.0%	0.8%	-0.2%	9.0%	-4.8%	-0.6%	6.4%	-1.5%	0.2%
CCN1CCC(N2CCN(c3ccc(Cl)cc3)CC2)CC1	0.7%	nt	-0.8%	1.8%	nt	14.5%	nt	3.5%	-16.6%
O=C(NNC1=C(C(=O)C(F)(F)F)CCC1)c1cccc(O)c1	4.0%	-0.1%	16.9%	-5.7%	7.5%	16.4%	11.7%	-2.9%	-8.4%
O=C(NCC1OCCc2ccccc21)c1ccc(NC(=O)c2cccc(Br)c2)cc1 (centres undefined)	1.7%	0.3%	5.5%	-6.6%	-1.3%	3.8%	7.4%	-7.3%	11.2%
CC1(C)Cc2c(cnn2-c2ccc(F)cc2)C(NC(=O)CCN2CCCC2=O)C1 (centres undefined)	1.5%	0.4%	2.2%	10.4%	0.0%	10.1%	7.4%	-0.3%	19.7%
CC1CCN(S(=O)(=O)c2cn(CC(=O)N3CCN(C)CC3)c(=O)c3ccccc23)CC1	-2.2%	0.4%	nt	-2.2%	-5.6%	10.3%	-14.0%	-1.8%	9.3%
CCN(C(=O)c1cc2cccc(OC)c2oc1=O)c1ccccc1	-2.2%	0.0%	0.6%	6.2%	-5.5%	14.0%	6.8%	-4.2%	-3.1%
CCOc1ccc(-c2cc(CCCC(=O)NCc3ccco3)no2)cc1	2.2%	-0.3%	2.9%	9.0%	0.0%	9.2%	-1.4%	5.5%	-20.2%
Cc1ccc(C)c(C(C)NC(=O)C2CC=CCC2C(=O)O)c1 (centres undefined)	nt	1.0%	1.6%	nt	2.9%	nt	-7.1%	nt	nt
CC(C)(C)SC(=O)CC1NS(=O)(=O)OC2CCCCC12 (centres undefined)	-0.7%	0.8%	-2.1%	4.3%	0.0%	11.9%	9.5%	-12.7%	4.8%
Cc1ccc(C)c(OCCC(=O)NNC(=O)c2ccccc2F)c1	nt	1.2%[50 µM]	1.8%	nt	2.9%	5.1%	6.4%	-7.0%	nt
CCOc1cc(C(=O)NC(C)COC)cc(OCC)c1OCC (centres undefined)	1.0%	-0.1%	-0.3%	6.4%	-1.6%	16.2%	-2.4%	-4.8%	2.8%
CCOC(=O)C1(Cc2cccc(OC)c2)CCN(Cc2ccccc2OC)CC1	1.2%	-0.2%	-2.0%	8.9%	-3.0%	3.5%	4.2%	-0.9%	1.6%
COc1ccc(OC)c(C2C(C(=O)c3ccc(C)o3)=C(O)C(=O)N2CCCN2CCOCC2)c1 (centres undefined)	nt	3.3%	1.5%	nt	-4.9%	nt	0.6%	nt	nt
COc1ccc(NC(=O)CSc2nnc(NC(=O)C3CCC3)s2)c(OC)c1	-0.8%	0.5%	1.6%	10.5%	-0.9%	2.7%	3.4%	-1.0%	1.6%
CC1CC(C)CN(CCCNC(=O)CCC(=O)N2CCOc3ccccc32)C1 (centres undefined)	-1.3%	2.6%	1.0%	3.8%	0.0%	0.2%	9.8%	nt	5.2%
COc1ccccc1C(=O)COC(=O)c1c(-c2ccccc2)noc1C	nt	1.1%[50 µM]	2.5%	nt	5.8%	18.1%	-0.9%	-2.0%	nt
CCN(c1ccc(OC)cc1)S(=O)(=O)c1ccc(-c2ccc(=O)[nH]n2)o1	-0.1%	0.2%	1.8%	-0.7%	3.6%	8.8%	-0.5%	1.9%	7.4%
O=C(O)CCc1nn2c3ccccc3n(CC(=O)O)c2nc1=O	-1.1%	-3.8%	-0.5%	7.0%	-4.3%	-4.3%	-1.0%	2.4%	-5.2%
CC1=C(C(=O)OCc2ccccc2)C(c2ccccc2Br)NC(=O)N1 (centres undefined)	0.6%	0.3%	7.6%	-4.8%	3.5%	2.1%	12.3%	2.5%	-0.1%
Cc1ccc(Nc2nc(=O)c3cccnc3s2)c(Br)c1	1.0%	1.1%	25µM*	-1.3%	-1.6%	10.1%	9.9%	-4.7%	3.4%
O=C1CSC(=S)N1	-0.6%	-1.8%	-0.4%	-2.8%	0.0%	9.2%	1.4%	8.2%	-14.3%
O=C(NCc1ccco1)c1ccc(COc2ccccc2[N+](=O)[O-])o1	0.1%	0.5%[50 µM]	2.2%	1.8%	-1.3%	10.5%	-3.7%	-4.3%	-13.8%
COc1ccc(S(=O)(=O)N2CCC(C(=O)N3CCCC3)CC2)cc1Cl	-1.9%	-0.1%	1.1%	-6.3%	4.8%	5.0%	14.8%	17.6%	1.1%
OCCC1CN(Cc2cccnc2)CCN1CCc1ccccc1 (centres undefined)	0.3%	-0.1%	-2.1%	-11.9%	0.0%	6.4%	10.5%	-3.5%	-2.5%
O=C(Cn1nc(C(=O)O)c2ccccc2c1=O)NCCC1=CCCCC1	-1.7%	0.2%	7.1%	7.6%	-3.4%	3.0%	9.2%	-1.5%	8.6%
COc1ccc(NC(=O)CCSc2nnnn2C)cc1	-2.8%	0.1%	4.6%	-0.3%	-4.4%	6.0%	6.8%	-1.6%	-15.1%
CC(=O)NC1(C(=O)O)CCCC1	0.8%	0.2%	0.2%	-7.1%	-15.8%	7.4%	10.1%	0.6%	0.0%
CCCN(C(=O)CSCC(=O)Nc1cccc(C)c1)c1c(N)n(Cc2ccccc2)c(=O)[nH]c1=O	2.1%	0.1%	1.5%	11.6%	-2.3%	10.5%	5.2%	-2.4%	-2.5%
COc1cc([N+](=O)[O-])ccc1NC(=O)Nc1cnccn1	1.0%	0.1%	6.5%	1.3%	-5.8%	13.4%	5.1%	-5.5%	-2.8%
Cc1c(NC(=O)Nc2ccc(Cl)c(Cl)c2)c(=O)n(-c2ccccc2)n1C	1.1%	-0.3%	14.2%	-4.2%	0.0%	3.4%	-12.2%	4.3%	0.5%
COc1ccccc1N1CCN(S(=O)(=O)c2cn(C)nc2C)CC1	-0.9%	0.4%	1.6%	-2.0%	-8.5%	2.6%	1.2%	-6.5%	-2.3%
Cc1cc(-c2nnc(CCC(=O)NCc3ccc(F)c(F)c3)o2)no1	-1.1%	0.1%	1.2%	11.4%	-8.7%	-9.0%	3.1%	12.4%	20.2%
CC(C)(C)c1ccc(-c2nc(C#N)c(NCc3cccnc3)o2)cc1	0.3%	-0.9%	0.3%	-4.2%	-6.8%	8.2%	7.8%	7.4%	-13.9%	NS5 inhibitors pilot replicate=-6.5
CCOc1ccc(CCNC(=O)C2CCN(c3nnc(-n4cccc4)s3)CC2)cc1OCC	15.5%	0.0%	2.1%	19.8%	0.0%	11.6%	8.4%	-3.6%	-16.5%
NC(=O)c1ccc(C(=O)N/N=C(/Cc2ccccc2)c2ccccc2)cc1	-1.9%	0.9%[50 µM]	2.4%	1.4%	2.6%	15.1%	0.8%	2.0%	0.2%
CC1CN(C(=O)c2cccc(S(=O)(=O)N3CCOCC3)c2)CC(C)O1 (centres undefined)	1.8%	0.4%	0.5%	3.1%	-3.5%	2.3%	-2.3%	-16.9%	11.0%

Looked up by compound from the list above (two):
SMILES	HIV fusion peptide	UTI89 phage lysis	RSV CPE inhibition	GPR55 LPI antagonism	NS5 inhibitors	SV40 large T antigen	MgcRacGAP inhibition	Salmonella PhoP GFP	GPR35 arrestin U2OS	others
O=C(Cn1nc(C(=O)O)c2ccccc2c1=O)NCCC1=CCCCC1	-1.7%	0.2%	7.1%	7.6%	-3.4%	3.0%	9.2%	-1.5%	8.6%
C=CCN1C(=O)N/C(=C/c2ccc(C)o2)C1=O	8.7%	-0.9%	2.1%	6.7%	2.6%	31.5%	3.6%	-0.3%	-0.2%

Going on with the list:
SMILES	HIV fusion peptide	UTI89 phage lysis	RSV CPE inhibition	GPR55 LPI antagonism	NS5 inhibitors	SV40 large T antigen	MgcRacGAP inhibition	Salmonella PhoP GFP	GPR35 arrestin U2OS	others
Cc1onc(-c2c(Cl)cccc2Cl)c1C(=O)Nc1nccs1	-1.0%	-0.1%	-1.2%	8.6%	-0.8%	-5.6%	6.5%	7.5%	-0.4%
CCOC(=O)C1(CCOC)CCN(C(=O)c2ccc(CSC)o2)CC1	1.0%	1.0%[50 µM]	1.2%	-2.7%	0.7%	-13.2%	7.6%	8.3%	-1.8%
CN(C)CCN(C(=O)c1ccc(S(=O)(=O)N2CCCC2)cc1)c1nc2ccc(Br)cc2s1	-1.0%	0.0%	0.0%	7.1%	-2.7%	26.2%	9.2%	9.3%	-0.5%
Cc1ccccc1NC(=O)COC(=O)c1ccc(CSc2ccc(Cl)cc2)cc1	1.7%	0.2%	1.5%	8.5%	-8.4%	4.4%	8.7%	4.7%	3.1%
C/C(=N\NC(=O)c1ccoc1C)c1ccc(Br)s1	-0.7%	-0.2%	0.8%	-2.5%	0.6%	23.2%	6.7%	2.9%	0.2%
COc1ccccc1NC(=O)N1CCN(c2cc(-c3ccccc3)nc3ncnn23)CC1	0.1%	-2.0%	1.7%	-4.9%	-3.4%	18.6%	1.9%	1.0%	-9.1%
COc1ccc(CCNC(=O)CC2SC(=Nc3cc(C)cc(C)c3)NC2=O)cc1OC (centres undefined)	-1.3%	0.1%	-0.7%	-5.2%	-5.3%	6.7%	2.9%	-9.4%	13.0%
Cc1ccccc1N1CCN(S(=O)(=O)c2ccc3ccccc3c2)CC1	-2.0%	-1.0%[50 µM]	1.6%	-8.5%	-3.2%	-3.5%	3.9%	-0.5%	-4.3%
CC(C)CCNC(=O)C1CCC(CNc2c(N3CCC(C)CC3)c(=O)c2=O)CC1 (centres undefined)	-1.2%	0.3%	0.7%	6.6%	-3.2%	11.2%	9.3%	-4.1%	11.0%
COc1ccccc1CNC(=O)COC(=O)c1cc(C)oc1C	0.5%	0.2%	2.0%	-0.3%	0.0%	7.3%	-3.9%	-8.4%	12.1%
Cc1ccc(C(=O)N(Cc2ccccc2)C(C)(C)C)cc1C	0.1%	4.1%	4.7%	37.4%	-3.6%	9.7%	4.5%	11.6%	5.9%
O=C(CCCCCNC(=O)c1ccccc1Br)N=Nc1c(O)[nH]c2ccccc12	-2.0%	0.1%	3.5%	-6.2%	2.3%	5.8%	12.1%	2.6%	-4.7%
